GPR7 antag = GPR7 receptor antagonists, primary screen, cell-based, fluorescence, single concentration | Neuropeptides B/W receptor type 1 (Homo sapiens), P48145 | 290,000 compounds, 1.1% hits | GPR7-expressing cells, fluorescence antagonist assay | inhibition, % at 4.4 µM | AID 1861, 2009; in the data active = inhibition above about 16%, passing the limit was not always enough;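 also: cells stimulated with the agonist NPW; 0% = agonist with vehicle and 100% = vehicle without agonist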
CHO-K1 Ca antag = nonselective inhibitor or artifact in parental CHO-K1 cells; 360,000 compounds, 0.6% hits; inhibition, % at 3 µM; ATP-induced calcium, Fluo-8 fluorescence;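 active = inhibition above a per-plate cutoff, the plate's mean sample inhibition plus 3 SD, cut at about 24% in these data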;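 also: 0% = DMSO plus EC80 ATP and 100% = DMSO alone without ATP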
TAAR1 antag = human TAAR1 antagonists, primary screen, Fluo-8 calcium fluorescence, CHO RD-HGA16 cells | 360,000 compounds, 1.5% hits | Trace amine-associated receptor 1 (Homo sapiens), Q96RJ0 | antagonist | AID 624466, 2012 | inhibition, % at 3 µM;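 active = inhibition above a per-plate cutoff, the mean inhibition of test compounds on that plate plus 3 SD, cut at about 49% in these data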;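 also: 0% = DMSO plus EC80 beta-PEA response and 100% = DMSO alone without agonist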
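Assay system: RD-HGA16 CHO cells with stable hTAAR1 and Gα16 / Reagent: EC80 β-phenethylamine stimulus / Doses: 3 µM, single point / Timing: dye loading 75 min at 37 °C, then 30 min room temperature / Measured by: Fluo-8 intracellular calcium dye fluorescence, real-time kinetic reads / Controls: vehicle wells and EC80 agonist wells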
OXTR potentiate = human OXTR potentiators, primary screen, fluorescence, CHO-OTR cells, Fluo-8 calcium; Oxytocin receptor (Homo sapiens), P30559; Fluo-8 calcium fluorescence, potentiator mode; 0% = oxytocin EC15, 100% = EC100; activation, % at 3 µM; 320,000 compounds, 0.061% hits;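 active = activation above that plate's cutoff, the mean activation of tested compounds plus 3 SD, cut at about 6.6% in these data, passing the limit was not always enough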;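 also: 100% uses oxytocin at 75 nM as the full agonist control; some results filed as inactive read as strong as hits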
Target sequence (P30559 whole entry, looked up): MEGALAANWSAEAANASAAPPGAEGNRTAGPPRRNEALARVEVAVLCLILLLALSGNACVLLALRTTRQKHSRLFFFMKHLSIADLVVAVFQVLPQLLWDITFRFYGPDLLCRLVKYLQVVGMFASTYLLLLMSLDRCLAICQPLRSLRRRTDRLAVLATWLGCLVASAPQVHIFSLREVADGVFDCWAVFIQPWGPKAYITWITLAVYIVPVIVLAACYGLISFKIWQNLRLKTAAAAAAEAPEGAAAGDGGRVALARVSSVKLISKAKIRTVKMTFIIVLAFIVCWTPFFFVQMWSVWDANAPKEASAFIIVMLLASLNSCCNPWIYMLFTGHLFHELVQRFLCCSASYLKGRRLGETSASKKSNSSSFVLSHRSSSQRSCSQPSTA
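Measured by – Fluo-8 calcium dye fluorescence · Test system – human OTR in CHO cells · Dosing – one concentration, 3.0 µM compound · Controls – EC15 oxytocin alone as 0%, 75 nM oxytocin as 100% · Evaluation – normalized max/min fluorescence ratio, % activation · Timing – 6 min pre-incubation, 100 s read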
OXTR agonist = human OXTR agonists, primary screen, fluorescence, CHO-OTR cells, Fluo-8 calcium; Oxytocin receptor (Homo sapiens), P30559; Fluo-8 calcium fluorescence; normalized: DMSO 0%, oxytocin 100%; activation, % at 3 µM; 320,000 compounds, 0.32% hits; AID 2435, 2010;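 active = activation above the mean of all tested compounds plus 3 SD, cutoff set per screening run, cut at about 20% in these data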;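 also: peak over basal fluorescence ratio from a 100 s FLIPR kinetic read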
M1 ag parental = counter-screen for M1 agonists: effect in parental CHO-K1 cells; 360,000 compounds, 0.48% hits; activation, % at 3 µM; Fluo-8 calcium fluorescence; scaled to maximal ATP response, vehicle zero; in the data active = activation above about 15%;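 also: untransfected CHO-K1 host cells lacking M1 receptor as counterscreen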
CHO parental Ca = ATP-evoked calcium signal inhibitors, parental CHO, primary screen, counter-screen for OX1R antagonist project, cell-based, fluorescence, Fluo-8 calcium dye | 330,000 compounds, 0.63% hits | parental CHO-K1, ATP-induced calcium, Fluo-8 fluorescence | inhibition, % at 5.6 µM;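 active = inhibition above that plate's mean sample inhibition plus 3 SD, cut at about 26% in these data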;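 also: 0% = ATP-challenged DMSO wells and 100% = DMSO wells without ATP; some compounds past the cut are filed as inactive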
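Assay system: untransfected parental CHO cell line. Also added: ATP agonist challenge. Dosing: one dose, 5.6 µM nominal. Measured by: Fluo-8 fluorescence. Read-out: % inhibition. Benchmarks: ATP wells versus no-ATP DMSO wells. Repeats: no replicates.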
V1R ag counter = agonists of human V1a receptor, primary screen, counter-screen for OXTR agonist project, fluorescence, CHO-V1R cells | Vasopressin V1a receptor (Homo sapiens), P37288 | Fluo-8 calcium fluorescence, agonist mode; 0% DMSO, 100% 3 nM vasopressin | activation, % at 3 µM | 320,000 compounds, 0.25% hits;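 active = activation above the mean activation of all tested compounds plus 3 SD, per screening run, cut at about 20% in these data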;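 also: signal is peak over basal fluorescence ratio across a 100 second FLIPR read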
Target sequence (P37288 whole entry, looked up): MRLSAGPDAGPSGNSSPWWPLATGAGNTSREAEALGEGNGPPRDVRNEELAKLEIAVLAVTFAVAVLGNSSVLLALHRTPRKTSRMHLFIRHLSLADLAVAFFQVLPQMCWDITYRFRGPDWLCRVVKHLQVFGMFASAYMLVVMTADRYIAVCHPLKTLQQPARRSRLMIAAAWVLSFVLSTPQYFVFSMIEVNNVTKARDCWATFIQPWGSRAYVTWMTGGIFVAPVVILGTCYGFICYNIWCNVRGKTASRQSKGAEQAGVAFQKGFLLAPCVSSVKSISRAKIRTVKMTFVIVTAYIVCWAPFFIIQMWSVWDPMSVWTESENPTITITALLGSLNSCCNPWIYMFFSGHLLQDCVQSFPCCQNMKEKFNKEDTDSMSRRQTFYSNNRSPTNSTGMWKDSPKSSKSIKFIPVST
CHO-K1 Ca PAM = nonselective calcium activators in parental CHO-K1 cells, primary screen, counter-screen for M1 PAM project, cell-based, Fluo-8 calcium fluorescence, full deck, 1536-well. ATP EC20; 0% at ATP EC20, 100% at ATP max. activation, % at 3 µM. AID 602247, 2012. 360,000 compounds, 0.02% hits;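 active = activation above the run cutoff, the mean activation of all test compounds plus 3 SD, cut at about 40% in these data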;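 also: peak over basal fluorescence ratio in a 140 s read after ATP addition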
Starred values were filed as active, the others as inactive.

Screening COc1cc(OC)c2c(-c3cccc(-c4cccc(C)c4)c3)cc(=O)oc2c1 returned CHO-K1 Ca antag -25, TAAR1 antag -17, M1 ag parental 0.5, CHO parental Ca -31 and CHO-K1 Ca PAM 19.
For COc1ccc(NC(=O)Nc2ccc(Cc3ccncc3)cc2)c(OC)c1 the results were GPR7 antag 14, CHO-K1 Ca antag 6, TAAR1 antag 9, OXTR potentiate -7, OXTR agonist -3.0, M1 ag parental 5.2, CHO parental Ca -14, V1R ag counter -0.2 and CHO-K1 Ca PAM 18.
Screening O=C(NCc1cccs1)c1cc(C2CC2)on1 returned GPR7 antag -13, CHO-K1 Ca antag -2, TAAR1 antag -11, OXTR potentiate -3, OXTR agonist -0.8, M1 ag parental 1.3, CHO parental Ca 7, V1R ag counter 0.4 and CHO-K1 Ca PAM 18.
`CCN(CC(=O)Nc1ccccc1C(F)(F)F)C(=O)c1ccccc1Sc1ccccc1C#N` gave CHO-K1 Ca antag -6, TAAR1 antag 4, OXTR potentiate -6, OXTR agonist -0.4, M1 ag parental 0.7, CHO parental Ca -24, V1R ag counter 0.9 and CHO-K1 Ca PAM 8.
Screening O=C(NC1CCCC1)C(c1ccc(F)cc1)N(Cc1ccccc1)C(=O)c1csnn1 (stereo unspecified) returned GPR7 antag 23*, CHO-K1 Ca antag -10, TAAR1 antag 0, OXTR potentiate -17, OXTR agonist -1.6, M1 ag parental 0.2, CHO parental Ca -18, V1R ag counter -1.6 and CHO-K1 Ca PAM 14.
COc1cccc(Nc2nc(N)nc(-c3oc4ccccc4c3C)n2)c1 was read as GPR7 antag -11, CHO-K1 Ca antag -14, TAAR1 antag 23, OXTR potentiate -9, OXTR agonist -0.8, M1 ag parental 3.7, CHO parental Ca -39, V1R ag counter 0.5 and CHO-K1 Ca PAM -3.
`Cc1cccc(C)c1NC(=O)CN(C)C(=O)c1cccc(NS(=O)(=O)c2ccccc2)c1` gave CHO-K1 Ca antag 0, TAAR1 antag -20, OXTR potentiate -1, OXTR agonist -0.7, M1 ag parental 0.3, CHO parental Ca -17, V1R ag counter -0.5 and CHO-K1 Ca PAM -19.
For C=CCNc1ncnc2c1ncn2[C@H]1CN(CCc2ccccc2)C[C@@H](CO)O1 the results were CHO-K1 Ca antag 6, TAAR1 antag -18, M1 ag parental -0.3 and CHO-K1 Ca PAM -19.
`COC(=O)c1cc(OC)c(OC)cc1NC(=O)C1CCCO1` (stereo unspecified) gave GPR7 antag -4, CHO-K1 Ca antag 1, TAAR1 antag -13, OXTR potentiate 0, OXTR agonist -0.8, M1 ag parental 1.0, CHO parental Ca -13, V1R ag counter -0.7 and CHO-K1 Ca PAM 19.
Screening O=c1c2c3c(sc2ncn1/N=C/c1ccco1)CCCC3 returned GPR7 antag -9, CHO-K1 Ca antag 6, TAAR1 antag -4, OXTR potentiate -4, OXTR agonist -1.0, M1 ag parental -0.2, CHO parental Ca -10, V1R ag counter 0.1 and CHO-K1 Ca PAM -2.
For COC(=O)c1cnc(Nc2nc(C(N)COCc3ccccc3)cs2)nc1C(F)(F)F (stereo unspecified) the results were CHO-K1 Ca antag 3, TAAR1 antag -2, M1 ag parental 2.2 and CHO-K1 Ca PAM -1.
Screening COc1ccc(OC)c(/C=C/C(=O)c2ccc(Cl)cc2)c1 returned GPR7 antag -13, CHO-K1 Ca antag -15, TAAR1 antag 4, OXTR potentiate -4, OXTR agonist -0.7, M1 ag parental 0.2, CHO parental Ca -25, V1R ag counter -0.2 and CHO-K1 Ca PAM 18.
CCOc1ccc(CCNC(=O)COC(=O)c2ccc[nH]c2=O)cc1OCC was read as CHO-K1 Ca antag -4, TAAR1 antag -10, OXTR potentiate -6, OXTR agonist 0.7, M1 ag parental 3.3, CHO parental Ca -1, V1R ag counter 1.6 and CHO-K1 Ca PAM 23.
For COc1ccc(S(=O)(=O)N2CC=C(C(=O)NC3CCCC3)CC2)cc1 the results were GPR7 antag -6, CHO-K1 Ca antag -11, TAAR1 antag -1, OXTR potentiate -5, OXTR agonist 0.4, M1 ag parental 0.8, CHO parental Ca -3, V1R ag counter 1.1 and CHO-K1 Ca PAM 5.
Screening CN(C)c1cc[n+](CC(=O)Nc2ccccc2C(F)(F)F)cc1 returned GPR7 antag -10, CHO-K1 Ca antag -3, TAAR1 antag -10, OXTR potentiate -1, OXTR agonist 2.0, M1 ag parental 0.1, CHO parental Ca 3, V1R ag counter 0.2 and CHO-K1 Ca PAM 14.
For NC(=S)N/N=C/C=C/c1ccccc1 the results were GPR7 antag -2, CHO-K1 Ca antag -11, TAAR1 antag -21, OXTR potentiate -1, OXTR agonist -0.7, M1 ag parental 0.1, CHO parental Ca 0, V1R ag counter -0.1 and CHO-K1 Ca PAM 19.
`O=C(Nc1ccccc1C(=O)N1CCCC1)c1ccccc1` gave GPR7 antag -10, CHO-K1 Ca antag 15, TAAR1 antag 2, OXTR potentiate -7, OXTR agonist 3.5, M1 ag parental 0.3, CHO parental Ca -12, V1R ag counter 0.4 and CHO-K1 Ca PAM -14.
Screening CCOc1ccc(/C=N/NC(=O)c2cc3c(OC)cc(OC)cc3[nH]2)cc1OC returned GPR7 antag -20, CHO-K1 Ca antag -2, TAAR1 antag 34, OXTR potentiate -8, OXTR agonist 0.4, M1 ag parental 5.0, CHO parental Ca -17, V1R ag counter 3.8 and CHO-K1 Ca PAM -26.
For CCOC(=O)C(=Cc1ccc(-c2ccsc2C(=O)OC)o1)C(=O)OCC the results were GPR7 antag -12, CHO-K1 Ca antag -5, TAAR1 antag -17, OXTR potentiate -3, OXTR agonist -1.3, M1 ag parental 0.6, CHO parental Ca -8, V1R ag counter -1.2 and CHO-K1 Ca PAM 20.
CCCNC(=O)NC(=O)CSc1nnc(-c2c[nH]c3ccccc23)o1 was read as GPR7 antag -2, CHO-K1 Ca antag 4, TAAR1 antag -17, OXTR potentiate -14, OXTR agonist -0.1, M1 ag parental 0.0, CHO parental Ca -13, V1R ag counter 3.5 and CHO-K1 Ca PAM -4.
For COC(=O)c1c(NC(=O)CSc2nnnn2-c2ccccc2)sc2c1CCC(C)C2 (stereo unspecified) the results were GPR7 antag -11, CHO-K1 Ca antag 6, TAAR1 antag -28, OXTR potentiate -14, OXTR agonist -0.9, M1 ag parental 0.0, CHO parental Ca -17, V1R ag counter -0.4 and CHO-K1 Ca PAM -11.
CCn1nc(NC(=O)c2cccnc2)c2cc3cccc(C)c3nc21 was read as GPR7 antag -20, CHO-K1 Ca antag -4, TAAR1 antag 26, OXTR potentiate -6, OXTR agonist -2.2, M1 ag parental 1.3, CHO parental Ca -25, V1R ag counter -1.4 and CHO-K1 Ca PAM 9.
For COc1ccc(OC)c2[nH]c(=O)c(CCNC(=O)COc3ccccc3)cc12 the results were GPR7 antag -21, CHO-K1 Ca antag -8, TAAR1 antag 9, OXTR potentiate -2, OXTR agonist 1.9, M1 ag parental 2.8, CHO parental Ca -9, V1R ag counter 0.7 and CHO-K1 Ca PAM 12.
For Cc1cccnc1C1=NOC(Cc2ccccc2)C(=O)N1Cc1ccc(F)cc1 (stereo unspecified) the results were CHO-K1 Ca antag -7, TAAR1 antag -1, M1 ag parental 0.9 and CHO-K1 Ca PAM 22.
Screening CCCOc1ccc(-c2cn3ccccc3n2)cc1[N+](=O)[O-] returned GPR7 antag 2, CHO-K1 Ca antag 1, TAAR1 antag 10, OXTR potentiate 2, OXTR agonist -1.4, M1 ag parental 1.1, CHO parental Ca -15, V1R ag counter 4.2 and CHO-K1 Ca PAM 16.
CCCSc1nc2c(cnn2-c2ccc(C)c(C)c2)c(=O)[nH]1 was read as GPR7 antag -3, CHO-K1 Ca antag 3, TAAR1 antag -30, OXTR potentiate 4, OXTR agonist 0.3, M1 ag parental 0.1, CHO parental Ca -10, V1R ag counter -0.7 and CHO-K1 Ca PAM 4.
Screening Cc1ccc(S(=O)(=O)N(Cc2ccc(F)cc2)Cc2ccco2)cc1 returned GPR7 antag 32*, CHO-K1 Ca antag -6, TAAR1 antag 44, OXTR potentiate -17, OXTR agonist 0.0, M1 ag parental -0.1, CHO parental Ca 24, V1R ag counter -0.7 and CHO-K1 Ca PAM 9.
N#Cc1c[nH]n2c(=O)cc(Cc3ccccc3)nc12 was read as GPR7 antag -8, CHO-K1 Ca antag -30, TAAR1 antag -1, OXTR potentiate -4, OXTR agonist 0.0, M1 ag parental 0.6, CHO parental Ca 0, V1R ag counter -0.4 and CHO-K1 Ca PAM 13.
Screening COc1ccccc1C=NNc1ccc([N+](=O)[O-])cn1 returned CHO-K1 Ca antag -2, TAAR1 antag 11, M1 ag parental 0.5 and CHO-K1 Ca PAM -2.
For CCCNC(=O)c1nn2c(C(F)(F)F)cc(-c3ccccc3)nc2c1Cl the results were GPR7 antag -13, CHO-K1 Ca antag 3, TAAR1 antag -24, OXTR potentiate -7, OXTR agonist -2.2, M1 ag parental 0.6, CHO parental Ca -9, V1R ag counter -1.1 and CHO-K1 Ca PAM 5.
CC1=CN2C(=NC(=O)CC2(C)C(=O)N(CC(=O)NC2CCCC2)c2ccccc2C)C=C1 (stereo unspecified) was read as GPR7 antag -6, CHO-K1 Ca antag 12, TAAR1 antag -2, OXTR potentiate -9, OXTR agonist -0.7, M1 ag parental -0.2, CHO parental Ca -20, V1R ag counter -0.1 and CHO-K1 Ca PAM -6.
For O=C(N/N=C/c1cc([N+](=O)[O-])ccc1O)C(O)(c1ccccc1)c1ccccc1 the results were GPR7 antag -1, CHO-K1 Ca antag 6, TAAR1 antag 1, OXTR potentiate -11, OXTR agonist -2.3, M1 ag parental 0.8, CHO parental Ca -1, V1R ag counter -0.6 and CHO-K1 Ca PAM -3.
`COc1ccccc1CP(=O)(c1ccccc1)c1ccccc1` gave GPR7 antag -7, CHO-K1 Ca antag 15, TAAR1 antag 5, OXTR potentiate 1, OXTR agonist -1.7, M1 ag parental -0.2, CHO parental Ca -9, V1R ag counter 0.5 and CHO-K1 Ca PAM -12.
Screening CCN1CCN(CCc2nc3cc(NC(=O)COc4ccccc4)ccc3n2C)CC1 returned GPR7 antag -2, CHO-K1 Ca antag -10, TAAR1 antag -18, OXTR potentiate -5, OXTR agonist 0.5, M1 ag parental 2.0, CHO parental Ca -14, V1R ag counter 0.4 and CHO-K1 Ca PAM 7.
